# Screening data from PubChem.
# FLuc stim CS – affects firefly luciferase, flagging false hits in luciferase stimulation screens; 200,000 tested, under 10 active; activation factor at 10 µM; P08659; ATPlite luciferase biochemical, luminescence, 10 min; 0 = ATP-free wells, 1 = DMSO control;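 active = luciferase activation factor, scaled between plate controls, of at least 2 with compound at 10 µM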
# Target sequence (P08659 whole entry, looked up): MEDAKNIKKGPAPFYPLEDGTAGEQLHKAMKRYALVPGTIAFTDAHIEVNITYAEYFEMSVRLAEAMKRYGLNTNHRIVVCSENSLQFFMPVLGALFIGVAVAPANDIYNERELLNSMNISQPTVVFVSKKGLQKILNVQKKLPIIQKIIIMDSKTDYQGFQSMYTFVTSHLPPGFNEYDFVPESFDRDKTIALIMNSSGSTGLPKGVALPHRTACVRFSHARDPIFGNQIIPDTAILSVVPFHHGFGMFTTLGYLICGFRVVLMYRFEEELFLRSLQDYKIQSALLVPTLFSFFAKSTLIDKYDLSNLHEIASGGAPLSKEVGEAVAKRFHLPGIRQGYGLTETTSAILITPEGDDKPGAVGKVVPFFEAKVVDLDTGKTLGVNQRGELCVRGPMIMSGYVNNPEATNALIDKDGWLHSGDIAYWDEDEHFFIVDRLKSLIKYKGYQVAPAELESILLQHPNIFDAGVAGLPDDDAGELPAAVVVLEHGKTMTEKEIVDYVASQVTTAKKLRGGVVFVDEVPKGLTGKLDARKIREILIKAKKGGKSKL
#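 Assay system: Luciferase/luciferin detection reagent, cell-free biochemical luciferase assay / Also added: ATP substrate / Schedule: 10 min at ambient temperature / Measured by: luminescence measurement of luciferase light output / Benchmarks: low control with PBS replacing ATP, high control enzyme plus ATP without compound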
# TNAP inh noacc – blocks human TNAP activity with no phosphate acceptor present; P05186; purified TNAP, CDP-star luminescence, 30 min; inhibition, % at 20 µM; 0.26% of 200,000 active; AID 1012;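 active = tissue-nonspecific alkaline phosphatase inhibition above about 50% at 20 µM in the single-dose screen, limit read from the data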;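 also: 0% = DMSO negative control and 100% = EDTA positive control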
# APP 5'UTR act – APP 5'UTR luciferase reporter activation; AID 1276; SH-SY5Y APP 5'UTR luciferase reporter, luminescence; zero percent = DMSO vehicle wells; activation, % at 2 µM; 1% of 190,000 active;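 active = activation above a set limit, based on mean plus 3 SD of controls, cut at about 140% in these data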; also: values of inactives mirror those of a sister screen read the other way
# bIAP act – intestinal alkaline phosphatase (bovine) activation; AID 1016; 0.17% of 200,000 active; purified bovine IAP, CDP-star luminescence, 30 min; stronger effect = higher value; fold of DMSO-control signal, blank-subtracted; activation factor at 20 µM;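 active = activation factor of 2 or more at 20 µM, a signal rise over negative controls twice the positive control's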
# TNAP inh hiacc – inhibitors of human TNAP at high phosphate acceptor concentration | P05186 | AID 1135 | 0.03% of 200,000 active | inhibition, % at 20 µM | purified TNAP, CDP-star luminescence, 1 M DEA;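 active = over 50% inhibition of tissue-nonspecific alkaline phosphatase at 20 µM in the single-dose screen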;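 also: plate controls were DMSO wells for no effect and EDTA-quenched wells as full inhibition for full effect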
# NF-kB expr up – NF-kB expression increase, human neuronal cells. NF-kB reporter expression; stronger effect = higher value. 1.6% of 190,000 active. AID 1239. fold change at 12.5 µM; in the data active = fold change above about 3.3
# PMI activator – increases human mannose-6-phosphate isomerase activity; activation factor at 20 µM; 0.005% of 190,000 active; P34949; purified human PMI, coupled resazurin fluorescence, 20 min; stronger effect = higher value; 1 = vehicle control, 0 substrate-free wells;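 active = activation factor of 2 or more at 20 µM, relative to plate controls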
# Target sequence (P34949 whole entry, looked up): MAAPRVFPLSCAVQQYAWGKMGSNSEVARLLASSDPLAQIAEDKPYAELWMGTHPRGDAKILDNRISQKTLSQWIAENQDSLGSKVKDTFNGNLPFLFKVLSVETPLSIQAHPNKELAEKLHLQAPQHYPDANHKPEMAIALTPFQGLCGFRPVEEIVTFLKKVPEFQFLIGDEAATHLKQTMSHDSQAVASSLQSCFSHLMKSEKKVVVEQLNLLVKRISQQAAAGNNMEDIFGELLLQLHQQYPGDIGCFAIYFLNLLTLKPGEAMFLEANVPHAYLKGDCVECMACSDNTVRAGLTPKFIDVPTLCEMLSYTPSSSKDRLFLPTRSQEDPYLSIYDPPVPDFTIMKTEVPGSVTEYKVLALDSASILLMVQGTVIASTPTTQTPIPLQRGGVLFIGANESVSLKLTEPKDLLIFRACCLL
# TNAP act hi DEA – activators of human TNAP at high phosphate acceptor concentration; P05186; purified TNAP, CDP-star luminescence, 1 M DEA, 30 min; stronger effect = higher value; 0 = EDTA background, 1 = DMSO-only activity; activation factor at 20 µM; 200,000 tested, under 10 active;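 active = activation factor at least 2 at 20 µM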
#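 Test system – human TNAP · Doses – 20 µM single point · Incubation – 30 min, room temperature · Signal – luminescent substrate turnover signal · Read-out basis – activation factor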
# PMI act satM6P – activators of human phosphomannose isomerase at near-saturating mannose 6-phosphate. P34949. coupled PMI enzyme assay, resazurin fluorescence, 20 min; stronger effect = higher value; 1 = untreated enzyme, 0 = substrate-free blank. activation factor at 20 µM. 0.34% of 190,000 active. AID 1216;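 active = activation factor of 2 or more at 20 µM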
#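 Material: human phosphomannose isomerase with PGI, G6PDH, diaphorase coupling enzymes / Reagent: Man-6-P substrate 1.0 mM / Dosing: single compound dose of 20 µM, 1% DMSO final / Incubation: enzyme reaction with compound 20 min at room temperature / Signal: resorufin fluorescence (Ex 544/Em 590 nm) from resazurin via diaphorase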
# FLuc inhib CS – Photinus pyralis luciferase inhibition counter-screen; inhibition, % at 10 µM; P08659; 1.5% of 200,000 active; ATPLite firefly luciferase biochemical luminescence, 10 min;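 active = inhibition above about 50% when tested at 10 µM, limit read from the data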
# The depositor's hits bear a star; x = no result given.
nr	Compound	FLuc stim CS	TNAP inh noacc	APP 5'UTR act	bIAP act	TNAP inh hiacc	NF-kB expr up	PMI activator	TNAP act hi DEA	PMI act satM6P	FLuc inhib CS
1	Cc1ccc(NC(=O)CSCC(=O)Nc2ncc3c(n2)CC(c2ccco2)CC3=O)cc1 (stereo not given)	1	-5	-6	0.9	-2	1.2	0.8	1	0.9	-2
2	COCCNC(=O)c1cn(Cc2c(F)cccc2Cl)nn1	1	-8	-4	1	-4	1	1	1	1.1	-1
3	CC1CCN(c2nc3ccc(C(=O)N4CCN(Cc5ccccc5)CC4)cc3s2)CC1	1	-10	59	1	-5	1.4	0.9	1.1	0.9	-5
4	CCOC(=O)N1CCC(NC(=O)c2ccc(CO)c(C(=O)NC3CCN(C(=O)OCC)CC3)c2)CC1	1.1	-15	4	1.1	-2	1.1	1	1	1	-7
5	CCN(C(=O)COC(=O)c1ccccc1SCC(=O)NC1CCCCCCC1)C1CCS(=O)(=O)C1 (stereo not given)	1.1	-11	-2	0.9	0	1.2	1	1	1	-8
6	CCOc1ccc(C(=O)NCC(=O)OCc2ccc(F)cc2Cl)cc1	1	4	10	1.1	2	1.2	0.9	1	1	1
7	O=C(COc1ccc(Cl)cc1)NCCCn1ccnc1	1.1	-3	-8	1	-4	1.1	1.1	1	0.9	-9
8	COc1cc(/C=C2/SC(=S)NC2=O)ccc1OS(=O)(=O)c1ccc(C)cc1	1	-30	-3	0.9	7	0.64	0.6	0.9	0.8	-5
9	N#Cc1c(SCC(N)=O)nsc1SCc1ccc(Cl)cc1	1	-11	-20	0.8	-3	0.94	0.9	1	0.9	-4
10	Cc1c(NC(=O)C(C)OC(=O)c2cc3c4ccccc4n(C)c3s2)c(=O)n(-c2ccccc2)n1C (stereo not given)	1.1	-9	18	1.3	-1	1.3	1.1	1	1.3	-7
11	O=C(NCCNC(=O)c1ccc(Br)o1)c1ccc(Br)o1	1	-8	-11	1	-2	0.93	1	1	1	3
12	Cc1cc(-c2ccc3ccccc3c2)n2ncnc2n1	1	-13	-9	1.1	-2	1.2	1	1	1	2
13	C=CCN(CC=C)CCOc1ccccc1F	1.1	2	9	1	-8	1	1.1	1.1	1.1	-6
14	O=C(CN1CCCC1)Nc1cc(F)ccc1F	1	-6	-15	1.1	2	0.94	1	1	1	-2
15	Cc1ccccc1-c1nn2c(-c3ccccc3)nnc2s1	1	-5	0	0.8	-7	0.64	1	1.1	1	0
16	CCn1c(Cn2nnc(-c3ccccc3)n2)nnc1SCC(=O)Nc1cccc(C)c1C	1.1	-6	11	1	-2	0.91	0.9	1	0.9	-5
17	CCC(Sc1nc2n[nH]c(C)c2c(=N)n1-c1ccc(C)c(Cl)c1)C(=O)N1CCOCC1 (stereo not given)	1	-34	-5	1.1	-5	0.79	0.9	1	1	-4
18	COc1cc(C(=O)Nc2ccc(N(C)C)cc2)c([N+](=O)[O-])cc1OC	1	-6	53	1	1	x	0.8	1	0.8	2
19	COc1ccccc1N1CCN(CC(=O)Nc2ccc(Cl)c(C(F)(F)F)c2)CC1	1	-3	4	0.9	1	0.99	1	1	1	-4
20	Cc1ccc(C2CC(=O)C=C(NCC(C)C)C2)cc1 (stereo not given)	1.1	-9	-1	1	2	1.1	0.9	1	1	-6
21	O=C1CC(N2CCN(c3nc4ccccc4s3)CC2)C(=O)N1c1ccc(F)cc1 (stereo not given)	1.1	1	10	1.1	-3	1.1	1	1	1	-8
22	CC(C)CNC(=O)CO/N=C/c1ccccc1Cl	1.1	-5	-11	1	-7	1.2	1	1.1	1	-7
23	CCc1nnc(NC(=O)CSc2nc3cc(OC)ccc3cc2C)s1	1.1	-8	6	0.9	-2	1.1	1.1	1	1.1	-6
24	COCCOC(=O)c1c(C)oc2ccc(NS(=O)(=O)c3ccc(C(=O)O)cc3)cc12	1.1	6	x	0.8	-5	1.1	1	1	0.9	-9
25	Cn1c(=O)c([N+](=O)[O-])c(Cl)c2ccccc21	1	-8	-57	1	-3	0.12	x	1	x	-3

# Entries of single compounds, looked up by structure.
# Entry for CCOc1ccc(C(=O)NCC(=O)OCc2ccc(F)cc2Cl)cc1 : FLuc stim CS: 1; TNAP inh noacc: 4; APP 5'UTR act: 10; bIAP act: 1.1; TNAP inh hiacc: 2; NF-kB expr up: 1.2; PMI activator: 0.9; TNAP act hi DEA: 1; PMI act satM6P: 1; FLuc inhib CS: 1
# Entry for CCN(C(=O)COC(=O)c1ccccc1SCC(=O)NC1CCCCCCC1)C1CCS(=O)(=O)C1 (stereo not given) : FLuc stim CS: 1.1; TNAP inh noacc: -11; APP 5'UTR act: -2; bIAP act: 0.9; TNAP inh hiacc: 0; NF-kB expr up: 1.2; PMI activator: 1; TNAP act hi DEA: 1; PMI act satM6P: 1; FLuc inhib CS: -8

# Remaining list, next part
nr	Compound	FLuc stim CS	TNAP inh noacc	APP 5'UTR act	bIAP act	TNAP inh hiacc	NF-kB expr up	PMI activator	TNAP act hi DEA	PMI act satM6P	FLuc inhib CS
26	O=C(Nc1ccc(Cc2ccncc2)cc1)c1cc([N+](=O)[O-])ccc1N1CCOCC1	1.1	-10	-8	1	-3	1	1	1	0.9	-6
27	COc1ccc(/C=C(\C#N)C(=O)C(C)(C)n2cncn2)cc1	1.1	-10	-5	0.9	-5	1	1	1.1	0.9	-6
28	CCN1CCN(C(=O)CN(c2ccc(C)cc2)S(C)(=O)=O)CC1	1	-4	-13	0.9	0	1	0.9	1	1	0
29	Cc1cccc(C(=O)OCC(=O)NC(C)CCc2ccccc2)c1 (stereo not given)	1.1	-10	3	0.9	-5	1.3	1	1.1	1.1	-8
30	O=C(Nc1nc(N2C(=O)c3ccccc3C2=O)n(-c2ccccc2)n1)c1ccccc1	1	-3	-6	0.9	-4	1.3	0.9	1	1	1
31	O=C(CC1C(=O)NCCN1Cc1ccoc1)NCCCn1ncc2ccccc21 (stereo not given)	1.1	-6	12	1.1	-5	0.91	0.9	1	0.8	-8
32	Cc1cccc(C)c1NC(=O)C(=O)NCCc1c[nH]c2ccccc12	1.1	-7	-1	1	-1	0.86	1	1	1	-5
33	CCN(CC)S(=O)(=O)c1ccc(N2CCCCC2)c(NC(=O)c2ccncc2)c1	1	-15	14	1.1	-4	1.2	1	1	1	-2
34	CS(=O)(=O)N(CC(=O)NCc1ccncc1)Cc1ccc(Cl)cc1	1.1	-11	-5	0.9	-3	0.9	0.9	1	0.9	-6
35	Cc1nc(N)ncc1Sc1ccc(Cl)cc1	1	-11	-7	1	-4	1	1	1	1	-2
36	O=S(=O)(c1cccc(-n2cnnn2)c1)N1CCOCC1	1	-7	11	0.9	-2	0.83	1	1	0.9	-5
37	COc1ccc2nc(C)cc(SCC(=O)N/N=C/c3cccc4ccccc34)c2c1	1	0	15	1	1	1.2	0.9	1	1	0
38	CCOc1ccc(OCC)c(NC(=O)c2[nH]c(C)c(C(C)=O)c2C)c1	1	-8	-17	1	0	0.88	1	1	0.9	-2
39	Cc1nn(-c2ccc(F)cc2)c(C)c1NS(=O)(=O)c1ccc(Cl)cc1	1	-10	7	0.9	-1	1.6	0.9	1	0.9	-4
40	C[C@H](CO)NC(=O)[C@H](C)[C@@H]1C[C@@]1(C)[C@@H](NC(=O)OCc1ccccc1)c1ccccc1	1.1	-11	-13	0.9	-6	0.92	1	1.1	1	-7
41	O=C(CSc1nncs1)NC(=O)NCc1ccco1	1	4	10	1	1	1.3	1.1	1	0.9	-5
42	Nc1c(-c2ccccc2)c(CSc2nc3ccccc3[nH]2)nn1-c1cccc(Cl)c1	1	-77	5	1.1	-1	0.6	0.9	1	0.9	4
43	O=C(CCCc1nc2ccccc2s1)NC(c1ccccc1)c1ccccc1	1.1	-23	6	1	-2	1.4	1	1	1	-6
44	CCOC(=O)C(Cc1ccccc1)C(=O)Nc1nccs1 (stereo not given)	1	-9	3	1	-3	1	1	1	1	-3
45	CCCCOC(=O)CSC1=C(C#N)C(c2ccccc2OCC)C(C#N)C(=O)N1 (stereo not given)	1	-7	3	1.1	-3	1.1	1.2	1	1.2	-4
46	CC/C(C)=C1\SC(N2CCN(C(C)=O)CC2)=NC1=O	1	-10	10	1	-6	1.3	0.8	1.1	0.9	-3
47	CCOC(=O)c1c(NC(=O)C2CCCO2)sc(C)c1C (stereo not given)	1	-11	-10	1	-3	x	0.9	1	0.9	-4
48	O=C(NCc1ccc2c(c1)OCO2)C(=O)NCC(c1ccco1)N1CCN(c2ccccc2)CC1 (stereo not given)	1	-5	24	1.1	-4	1.4	1	1	1	-1
49	CCN(Cc1ccccc1)C(=O)C1CCN(CC2CC=CCC2)CC1 (stereo not given)	1.1	-8	-4	1	-4	1.1	1	1	1.2	-10
50	COC(=O)c1[nH]c2cccc(OC)c2c1NC(=O)CCN1CCN(c2cccc(Cl)c2)CC1	1	-12	-6	1	-5	0.44	1	1.1	1	-4
51	COC(=O)C1=C(C)N(C)C(=O)NC1c1ccsc1 (stereo not given)	1	-4	-10	0.9	0	0.96	0.9	1	0.9	-3
52	COc1cccc(/C=C/C(=O)c2ccc(NC3=NCCCS3)cc2)c1	0.9	-6	24	0.9	-2	1.4	0.9	1	1	11
53	COc1ccc(C(=O)Nc2cc(OC)c(Cl)cc2OC)cc1	0.9	-7	13	1.1	-2	1.5	1	1	0.9	11
54	CCOC(=O)C1=C(C)N=c2s/c(=C\C(=O)OC)c(=O)n2C1c1ccc(OC)cc1 (stereo not given)	1.1	-17	2	0.9	-2	0.83	0.9	1	1	-13
55	CCN1CCN(C(c2cccs2)C(C)NS(=O)(=O)c2ccc(Br)cc2)CC1 (stereo not given)	1	-5	-2	1.1	-2	1.1	1	1	1	-4
56	O=c1cc(O)nc(SCc2ccccc2Cl)[nH]1	0.9	8	9	1.1	-1	1.1	1.1	1	1	6
57	c1cncc(CNc2nc(N3CCOCC3)nc(N3CCOCC3)n2)c1	1.1	-14	-7	1	-5	0.88	1.1	1.1	1	-6

# Taken from above.
# TNAP inh noacc result of entry 53 = -7
# TNAP inh noacc result of entry 51 = -4
# PMI activator result of entry 55 = 1
# TNAP act hi DEA result of entry 54 = 1
# bIAP act result of entry 57 = 1

# Reprinted: entries 49 to 54
nr	Compound	FLuc stim CS	TNAP inh noacc	APP 5'UTR act	bIAP act	TNAP inh hiacc	NF-kB expr up	PMI activator	TNAP act hi DEA	PMI act satM6P	FLuc inhib CS
49	CCN(Cc1ccccc1)C(=O)C1CCN(CC2CC=CCC2)CC1 (stereo not given)	1.1	-8	-4	1	-4	1.1	1	1	1.2	-10
50	COC(=O)c1[nH]c2cccc(OC)c2c1NC(=O)CCN1CCN(c2cccc(Cl)c2)CC1	1	-12	-6	1	-5	0.44	1	1.1	1	-4
51	COC(=O)C1=C(C)N(C)C(=O)NC1c1ccsc1 (stereo not given)	1	-4	-10	0.9	0	0.96	0.9	1	0.9	-3
52	COc1cccc(/C=C/C(=O)c2ccc(NC3=NCCCS3)cc2)c1	0.9	-6	24	0.9	-2	1.4	0.9	1	1	11
53	COc1ccc(C(=O)Nc2cc(OC)c(Cl)cc2OC)cc1	0.9	-7	13	1.1	-2	1.5	1	1	0.9	11
54	CCOC(=O)C1=C(C)N=c2s/c(=C\C(=O)OC)c(=O)n2C1c1ccc(OC)cc1 (stereo not given)	1.1	-17	2	0.9	-2	0.83	0.9	1	1	-13
